M4 PAM: CHRM4 positive allosteric modulation; P08173; CHO-K1 hM4/Gqi5, Fluo-8 calcium fluorescence, ACh EC20; 0% = ACh EC20, 100% = maximal ACh; activation, % at 3 µM; actives 0.4% (n = 360,000); AID 624126;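 active means activation above its plate's cutoff, the mean activation of sample wells plus 3 SD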; further: some results filed as inactive read as strong as hits
Target sequence (P08173 whole entry, looked up): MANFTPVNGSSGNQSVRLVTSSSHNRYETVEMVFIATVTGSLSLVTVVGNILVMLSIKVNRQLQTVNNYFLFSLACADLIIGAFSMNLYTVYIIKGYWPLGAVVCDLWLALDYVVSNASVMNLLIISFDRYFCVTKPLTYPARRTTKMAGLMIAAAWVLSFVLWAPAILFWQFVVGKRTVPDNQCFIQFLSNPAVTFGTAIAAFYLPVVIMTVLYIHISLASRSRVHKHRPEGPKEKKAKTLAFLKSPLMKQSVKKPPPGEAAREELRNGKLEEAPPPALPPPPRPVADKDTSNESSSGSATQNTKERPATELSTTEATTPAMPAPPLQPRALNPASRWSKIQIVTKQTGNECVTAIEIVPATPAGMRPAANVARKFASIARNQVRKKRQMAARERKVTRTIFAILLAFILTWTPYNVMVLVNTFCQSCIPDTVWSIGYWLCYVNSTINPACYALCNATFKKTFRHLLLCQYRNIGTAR
M5 ag: agonists of human muscarinic M5 receptor (CHRM5) | P08912 | CHO-K1 hM5 cells, Fluo-8 calcium fluorescence; 0% DMSO wells, 100% maximal acetylcholine response | activation, % at 3 µM | actives 0.19% (n = 360,000);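 active means activation above the run's mean over test compounds plus 3 SD, cut at about 23% in these data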;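 further: signal is peak over basal fluorescence ratio across the kinetic read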
Target sequence (P08912 whole entry, looked up): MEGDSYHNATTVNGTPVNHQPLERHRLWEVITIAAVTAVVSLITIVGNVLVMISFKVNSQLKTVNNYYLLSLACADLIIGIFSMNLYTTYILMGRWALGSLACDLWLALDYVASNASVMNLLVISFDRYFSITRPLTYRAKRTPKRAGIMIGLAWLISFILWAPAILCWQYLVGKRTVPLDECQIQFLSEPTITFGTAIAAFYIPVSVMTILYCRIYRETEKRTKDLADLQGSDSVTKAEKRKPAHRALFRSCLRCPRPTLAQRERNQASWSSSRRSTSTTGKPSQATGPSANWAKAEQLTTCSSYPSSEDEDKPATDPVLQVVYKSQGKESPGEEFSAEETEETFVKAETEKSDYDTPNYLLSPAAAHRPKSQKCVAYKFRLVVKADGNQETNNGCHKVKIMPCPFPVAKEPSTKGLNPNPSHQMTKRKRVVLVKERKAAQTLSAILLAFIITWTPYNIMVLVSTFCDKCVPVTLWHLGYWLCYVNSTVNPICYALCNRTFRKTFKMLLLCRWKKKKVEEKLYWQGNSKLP
CHRM4 antagonist: CHRM4 antagonism in calcium assay | inhibition, % at 3 µM | CHO-hM4 cells, ACh EC80, Fluo-8 calcium fluorescence | actives 0.73% (n = 360,000) | AID 624125;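 active means inhibition above its plate's cutoff, the mean inhibition of sample wells plus 3 SD, cut at about 27% in these data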;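 further: 0% = acetylcholine EC80 with DMSO and 100% = DMSO without agonist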
CHRM5 PAM: positive allosteric modulators of human muscarinic M5 receptor | P08912 | CHO-K1 hM5, Fluo-8 calcium, ACh EC20 PAM; 0% = ACh EC20, 100% = ACh EC100 | activation, % at 3 µM | actives 0.3% (n = 360,000);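 active means activation above the run cutoff, the mean activation of all test compounds plus 3 SD, cut at about 18% in these data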
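Test system: CHO-K1 hM5 cells / Doses: single-point, 3 µM nominal / Times: Post-acetylcholine fluorescence recording 140 s / Technique: Fluo-8 calcium fluorescence / Measure: Max/basal fluorescence ratio as % of EC20–EC100 ACh window / Benchmarks: low control EC20 acetylcholine (0%), high control EC100 acetylcholine (100%) / Replicates: one well per compound, no replicates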
CHRM5 antagonist: CHRM5 antagonism in calcium assay; P08912; CHO-hM5 cells, Fluo-8 calcium fluorescence, ACh EC80; inhibition, % at 3 µM; actives 0.59% (n = 360,000);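 active means inhibition above a per-plate cutoff, the mean of that plate's test compounds plus 3 SD, cut at about 27% in these data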;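 further: 0% = acetylcholine EC80 with DMSO and 100% = DMSO without agonist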
IDE cell inh: inhibits human insulin-degrading enzyme in HEK cells | FAbetaB cleavage, fluorescence polarization | actives 0.41% (n = 320,000) | P14735 | inhibition, % at 5.59 µM;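 active means percent inhibition above the average of all tested compounds plus 3 SD, set per screening campaign, cut at about 16% in these data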;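 further: IDE supplied by intact live HEK cells; FP after avidin binding of uncleaved biotin substrate so inhibition keeps polarization high; 0% = DMSO wells and 100% = 60 µM reference IDE inhibitor Ii1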
CRFR2-BP antag: CRF-BP/CRF-R2 complex antagonism; HEK293 CRF-R2/CRF-BP, CRF-induced calcium fluorescence; inhibition, % at 11.8 µM; actives 0.59% (n = 350,000); AID 588475;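 active means inhibition of the ligand-induced calcium signal above about 50% at the single tested concentration, limit read from the data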
CRFR2-BP ag: CRF-BP/CRF-R2 complex agonism. AID 588473. actives 0.46% (n = 350,000). activation, % at 13.2 µM. HEK293 CRF-R2/CRF-BP, calcium dye fluorescence (FLIPR); percent of saturating CRF peptide response;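 active means activation of at least 50%, plus an integration ratio under a set limit after plate pattern correction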;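 further: plate controls were neutral control wells without compound for no effect and CRF at EC100 for full effect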
CHRM4 agonist: CHRM4 agonism in calcium assay | CHO-K1 hM4/Gqi5, Fluo-8 calcium fluorescence; vehicle 0%, full acetylcholine response 100% | activation, % at 3 µM | actives 0.14% (n = 360,000) | AID 624127;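 active means activation above the run mean over all test wells plus 3 SD, cut at about 32% in these data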;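 further: peak over basal fluorescence ratio per well then scaled between controls; 0% = DMSO wells and 100% = acetylcholine at EC100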
* = called active by the depositor.

Screening COc1ccccc1OC(C)C(=O)N1CCN(Cc2ccc3c(c2)OCO3)CC1 (configuration not stated) returned M4 PAM -4.7, M5 ag -3.6, CHRM4 antagonist -2.3, CHRM5 PAM -4.8, CHRM5 antagonist 24.1, IDE cell inh 5.8, CRFR2-BP antag -7.8, CRFR2-BP ag 0.2 and CHRM4 agonist 1.8.
Screening CCCN1C(=O)c2ccccc2NC1c1ccc(Cl)cc1 (configuration not stated) returned M4 PAM -4.5, M5 ag -6.8, CHRM4 antagonist 4.1, CHRM5 PAM 0.2, CHRM5 antagonist 5.0, IDE cell inh 4.9, CRFR2-BP antag -2.8, CRFR2-BP ag -1.0 and CHRM4 agonist -0.5.
Screening CCOc1ccc(S(=O)(=O)N2CCCCC2)c(C)c1C returned M4 PAM 3.1, M5 ag -5.2, CHRM4 antagonist -8.9, CHRM5 PAM 0.9, CHRM5 antagonist -4.8, CRFR2-BP antag -7.4, CRFR2-BP ag -2.2 and CHRM4 agonist -1.6.
For COCCNC(=O)Cn1cc(C(=S)N2CCOCC2)c2ccccc21 the results were M4 PAM -9.6, M5 ag 2.5, CHRM4 antagonist 1.2, CHRM5 PAM -6.3, CHRM5 antagonist 5.6, IDE cell inh 10.7, CRFR2-BP antag -7.6, CRFR2-BP ag -0.8 and CHRM4 agonist 0.5.
Screening COc1ccccc1C(=O)NCCC(=O)NCC1CCCO1 (configuration not stated) returned M4 PAM 5.5, M5 ag 4.2, CHRM4 antagonist -10.5, CHRM5 PAM 8.4, CHRM5 antagonist 0.0, IDE cell inh -4.3, CRFR2-BP antag 1.6, CRFR2-BP ag 0.8 and CHRM4 agonist 0.5.
`CC12CCC(C(=O)NCCc3ccccc3)(OC1=O)C2(C)C` (configuration not stated) gave M4 PAM 3.9, M5 ag -2.8, CHRM4 antagonist -2.5, CHRM5 PAM -2.9, CHRM5 antagonist 2.6, IDE cell inh 8.4, CRFR2-BP antag 4.1, CRFR2-BP ag -1.3 and CHRM4 agonist 1.8.
`O=[N+]([O-])c1cccc(-n2nnnc2CN2CCCC2)c1` gave M4 PAM 7.1, M5 ag -6.1, CHRM4 antagonist -9.1, CHRM5 PAM 3.3, CHRM5 antagonist 2.5, IDE cell inh -0.3, CRFR2-BP antag 1.9, CRFR2-BP ag -0.1 and CHRM4 agonist 0.0.
For C/C(=N/N1CCN(Cc2ccccc2)CC1)c1ccc(Br)cc1 the results were M4 PAM 1.3, M5 ag -1.1, CHRM4 antagonist -4.5, CHRM5 PAM 5.6, CHRM5 antagonist -3.8, CRFR2-BP antag 10.5, CRFR2-BP ag -4.9 and CHRM4 agonist 0.2.
`COc1ccc2c(c1)CCc1sc(NC(=O)c3ccco3)nc1-2` gave M4 PAM 28.2*, M5 ag 11.3, CHRM4 antagonist -30.0, CHRM5 PAM 2.1, CHRM5 antagonist -9.8, IDE cell inh 0.5, CRFR2-BP antag 0.1, CRFR2-BP ag 0.6 and CHRM4 agonist 2.4.
CC(C)CN(C(=O)C1CCCO1)C1CCS(=O)(=O)C1 (configuration not stated) was read as M4 PAM 6.2, M5 ag -2.6, CHRM4 antagonist -11.7, CHRM5 PAM 8.7, CHRM5 antagonist 1.0, IDE cell inh -0.7, CRFR2-BP antag 6.8, CRFR2-BP ag 3.0 and CHRM4 agonist 0.2.
`CCOc1ccc(OCCOc2ccc(/C=C/C(=O)O)cc2OCC)cc1` gave M4 PAM -0.5, M5 ag -3.0, CHRM4 antagonist 1.0, CHRM5 PAM 1.0, CHRM5 antagonist 2.2, IDE cell inh 0.6, CRFR2-BP antag 1.4, CRFR2-BP ag 1.2 and CHRM4 agonist 2.2.
For Cc1ccc(OCC(=O)N/N=C\c2ccc(C)o2)c(C)c1 the results were M4 PAM -4.1, M5 ag -3.6, CHRM4 antagonist -1.8, CHRM5 PAM 1.5, CHRM5 antagonist 1.2, IDE cell inh -0.6, CRFR2-BP antag -7.7, CRFR2-BP ag -2.5 and CHRM4 agonist 0.2.
`O=C1O[C@H](CO)[C@@H](O)[C@H](O)[C@H]1O` gave M4 PAM -1.2, M5 ag 0.5, CHRM4 antagonist -3.3, CHRM5 PAM -4.9, CHRM5 antagonist 4.3, CRFR2-BP antag 2.6, CRFR2-BP ag 0.7 and CHRM4 agonist 0.5.
N#CCC(=O)Nc1ccc(C(=O)NCCC(c2ccccc2)c2ccccc2)cc1 was read as M4 PAM 2.2, M5 ag -0.9, CHRM4 antagonist -6.8, CHRM5 PAM 0.2, CHRM5 antagonist 8.0, IDE cell inh -2.4, CRFR2-BP antag -0.7, CRFR2-BP ag 0.2 and CHRM4 agonist 6.2.
CCN(CC)S(=O)(=O)c1cc(C(=O)OCC(=O)c2ccc3c(c2)NC(=O)CO3)ccc1F was read as M4 PAM -8.1, M5 ag 4.4, CHRM4 antagonist -1.2, CHRM5 PAM -11.9, CHRM5 antagonist 1.9, IDE cell inh 3.6, CRFR2-BP antag -13.4, CRFR2-BP ag 2.7 and CHRM4 agonist 11.6.
Screening COc1ccc(OC)c(-c2csc(N(CC3CCCO3)C(=O)C3CCCCC3)n2)c1 (configuration not stated) returned M4 PAM 2.2, M5 ag 2.1, CHRM4 antagonist 2.4, CHRM5 PAM -2.0, CHRM5 antagonist 4.9, IDE cell inh 3.0, CRFR2-BP antag -12.4, CRFR2-BP ag -0.2 and CHRM4 agonist -1.2.
CCOc1ccc(N2C(=O)CCC2=O)cc1 was read as M4 PAM 0.8, M5 ag 0.5, CHRM4 antagonist 5.2, CHRM5 PAM 4.6, CHRM5 antagonist -3.1, IDE cell inh -0.7, CRFR2-BP antag -7.2, CRFR2-BP ag 4.0 and CHRM4 agonist -0.1.
For CCN(CC)S(=O)(=O)c1ccc(C(=O)NCC(c2ccc(OC)cc2)N2CCOCC2)cc1 (configuration not stated) the results were M4 PAM -4.7, M5 ag 1.2, CHRM4 antagonist -4.2, CHRM5 PAM 9.2, CHRM5 antagonist 1.8, IDE cell inh 2.1, CRFR2-BP antag 11.9, CRFR2-BP ag 0.0 and CHRM4 agonist 2.4.
For C=CCC1c2cccc(C(=O)OC)c2C(=O)N1c1ccccc1 (configuration not stated) the results were M4 PAM -6.1, M5 ag -0.3, CHRM4 antagonist 14.6, CHRM5 PAM 0.2, CHRM5 antagonist -1.4, IDE cell inh 4.8, CRFR2-BP antag 4.8, CRFR2-BP ag 0.2 and CHRM4 agonist -1.6.
COc1ccc(N2CCN(C(=O)CSc3nnc4c(C)cc5ccccc5n34)CC2)cc1 was read as M4 PAM -5.5, M5 ag 2.5, CHRM4 antagonist -0.8, CHRM5 PAM -7.8, CHRM5 antagonist -2.0, IDE cell inh 4.1, CRFR2-BP antag 11.9, CRFR2-BP ag -2.6 and CHRM4 agonist 4.2.
O=C(CCN1C(=O)/C(=C/c2ccccc2Cl)SC1=S)Nc1cccnc1 was read as M4 PAM -7.2, M5 ag -0.6, CHRM4 antagonist -9.8, CHRM5 PAM -7.5, CHRM5 antagonist 10.6, IDE cell inh 4.7, CRFR2-BP antag -13.3, CRFR2-BP ag -1.1 and CHRM4 agonist 10.5.
Screening CC(C)C[C@H]1CN=C(N(C)C)N1CC1CCCCCC1 returned M4 PAM 4.0, M5 ag -11.7, CHRM4 antagonist 5.8, CHRM5 PAM -3.7, CHRM5 antagonist 18.2, IDE cell inh 3.5, CRFR2-BP antag -6.8, CRFR2-BP ag 12.5 and CHRM4 agonist 4.2.
`Cc1noc(C)c1COC(=O)C(c1ccccc1)c1ccccc1` gave M4 PAM -4.3, M5 ag -8.8, CHRM4 antagonist -9.8, CHRM5 PAM -0.5, CHRM5 antagonist -3.8, IDE cell inh 1.2, CRFR2-BP antag 34.6, CRFR2-BP ag -2.6 and CHRM4 agonist -1.8.
For O=C(COC(=O)C1(c2ccc(F)cc2)CCCC1)N1CCOCC1 the results were M4 PAM 5.2, M5 ag -6.0, CHRM4 antagonist 6.3, CHRM5 PAM 4.0, CHRM5 antagonist -2.6, IDE cell inh 0.1, CRFR2-BP antag -4.0, CRFR2-BP ag 0.3 and CHRM4 agonist -0.3.
For Cc1nc(SCC(=O)N2CCOCC2)c2c(=O)n(C)c(=O)n(C)c2n1 the results were M4 PAM 2.1, M5 ag 0.8, CHRM4 antagonist -3.5, CHRM5 PAM 0.3, CHRM5 antagonist 11.6, IDE cell inh -6.0, CRFR2-BP antag 4.6, CRFR2-BP ag -0.1 and CHRM4 agonist 0.9.
CC(C)CC(C(=O)OCC(=O)N1CCN(c2ccccc2)CC1)N1C(=O)c2ccccc2C1=O (configuration not stated) was read as M4 PAM 7.7, M5 ag 3.5, CHRM4 antagonist -4.2, CHRM5 PAM 1.2, CHRM5 antagonist 13.6, CRFR2-BP antag -18.1, CRFR2-BP ag -4.2 and CHRM4 agonist 7.2.
Cc1ccc2c(c1)COc1c3ccc(C(=O)NCC4CC4)cc3nn1-2 was read as M4 PAM 6.3, M5 ag -5.8, CHRM4 antagonist -6.0, CHRM5 PAM 2.4, CHRM5 antagonist 6.3, IDE cell inh 1.4, CRFR2-BP antag 4.6, CRFR2-BP ag -1.1 and CHRM4 agonist 1.4.
`CCCN(CC(=O)Nc1ccccc1OC)C(=O)CN1C(=O)NC2(CCCCC2)C1=O` gave M4 PAM 5.3, M5 ag 2.0, CHRM4 antagonist -13.2, CHRM5 PAM 5.9, CHRM5 antagonist -0.5, IDE cell inh -1.3, CRFR2-BP antag 5.7, CRFR2-BP ag -2.0 and CHRM4 agonist 0.4.
Screening COc1ccc([C@H]2CC(=O)C=C(c3cc(C=O)ccc3OC)C2)cc1 returned M4 PAM 0.9, M5 ag 0.2, CHRM4 antagonist 0.1, CHRM5 PAM -2.5, CHRM5 antagonist 11.9, IDE cell inh -0.4, CRFR2-BP antag -1.5, CRFR2-BP ag -0.4 and CHRM4 agonist 0.4.
For C=CCn1c2[n+](c3ccccc3c1=O)CCCCC2 the results were M4 PAM 3.2, M5 ag -0.2, CHRM4 antagonist 2.1, CHRM5 PAM 0.0, CHRM5 antagonist 13.7, IDE cell inh 3.9, CRFR2-BP antag 6.1, CRFR2-BP ag -3.1 and CHRM4 agonist 0.3.
`Cc1ccc(N=Nc2ccc(C)cc2NC(=O)Nc2ccccc2F)cc1` gave M4 PAM -1.7, M5 ag -0.7, CHRM4 antagonist -4.9, CHRM5 PAM 2.2, CHRM5 antagonist 1.9, IDE cell inh -1.6, CRFR2-BP antag -3.4, CRFR2-BP ag -0.1 and CHRM4 agonist 0.1.
For O=C(c1ccccc1)N1CCN(c2ccccc2)CC1 the results were M4 PAM 14.5, M5 ag 5.0, CHRM4 antagonist -7.1, CHRM5 PAM 1.8, CHRM5 antagonist -2.7, CRFR2-BP antag 8.4, CRFR2-BP ag -1.1 and CHRM4 agonist 2.4.
Screening CCOC(=O)c1cccc(NC(=O)c2ccc(-n3cnnn3)cc2)c1 returned M4 PAM 0.9, M5 ag 6.6, CHRM4 antagonist -7.5, CHRM5 PAM 5.5, CHRM5 antagonist 7.9, IDE cell inh -0.8, CRFR2-BP antag 0.6, CRFR2-BP ag -2.1 and CHRM4 agonist 0.7.

Assay outcomes as filed in PubChem.
